Gli-Sufu antag = blocks Gli-Sufu signaling in a luciferase reporter; 340,000 tested, 0.74% active; inhibition, % at 5 µM; Sufu-KO-LIGHT fibroblasts, Gli luciferase reporter luminescence; AID 588413;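 active means inhibition above about 55%, limit read from the data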;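 further: 0% = DMSO-treated cells and 100% = wells with medium but no cells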
CCR6 antagonist = blocks CCL20-driven beta-arrestin recruitment at human CCR6; 340,000 tested, 0.49% active; inhibition, % at 20 µM; P51684; CHO-K1 CCR6 PathHunter beta-arrestin, luminescence, CCL20-stimulated;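 active means compounds whose inhibition of the agonist-driven luminescence signal at 20 µM reaches about 50%, limit read from the data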;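 further: cells stimulated with CCL20 at 14 nM final; plate controls were DMSO with CCL20 for no effect and DMSO without agonist for full effect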
EBI2 block = EBI2 (human) antagonism; AID 651636; inhibition, % at 5 µM; 360,000 tested, 0.81% active; P32249; EBI2 beta-arrestin recruitment, luminescence, 7a,25-OHC stimulated; in the data active means inhibition above about 38%;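 further: enzyme fragment complementation signal reports receptor beta-arrestin coupling in cells; 0% = agonist plus DMSO wells and 100% = wells without agonist; some results beyond the cut were filed as inactive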
UBC13 polyUb = blocks human UBC13 polyubiquitin chain formation. inhibition, % at 20 µM. P61088. TR-FRET. 330,000 tested, 0.47% active; in the data active means inhibition above about 45%, passing the limit was not always enough
Target sequence (P61088 whole entry, looked up): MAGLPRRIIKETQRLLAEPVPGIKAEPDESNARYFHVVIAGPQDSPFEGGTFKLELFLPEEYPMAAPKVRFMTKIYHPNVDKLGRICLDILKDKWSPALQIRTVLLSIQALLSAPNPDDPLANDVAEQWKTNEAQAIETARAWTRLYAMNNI
CXCR6 block = inhibitors of human CXCR6 receptor | inhibition, % at 20 µM | 360,000 tested, 0.36% active | O00574 | AID 602244 | CHO-K1 PathHunter CXCR6 beta-arrestin, luminescence; in the data active means inhibition above about 34%, passing the limit was not always enough;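 further: antagonist mode with CXCL16 agonist at 10 nM final; 0% = 10 nM CXCL16 with DMSO and 100% = unstimulated wells without agonist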
Target sequence (O00574 whole entry, looked up): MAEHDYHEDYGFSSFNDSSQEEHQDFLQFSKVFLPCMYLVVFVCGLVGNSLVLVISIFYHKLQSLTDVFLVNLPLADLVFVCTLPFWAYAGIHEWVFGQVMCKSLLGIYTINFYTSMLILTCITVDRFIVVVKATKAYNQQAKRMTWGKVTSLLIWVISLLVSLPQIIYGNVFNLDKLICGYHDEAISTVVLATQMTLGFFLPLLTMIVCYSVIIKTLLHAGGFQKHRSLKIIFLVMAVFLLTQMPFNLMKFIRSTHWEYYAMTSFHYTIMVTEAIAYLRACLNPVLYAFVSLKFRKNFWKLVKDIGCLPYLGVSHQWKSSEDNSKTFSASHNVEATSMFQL
Jurkat NFkB inh = lowers PMA/ionomycin-induced NF-kB signal in Jurkat cells; PMA/ionomycin-induced NF-kB luciferase reporter, luminescence; inhibition, % at 4 µM; 330,000 tested, 0.53% active; in the data active means inhibition above about 50%
697 NFkB inh = inhibitors of the PMA/ionomycin-induced NF-kB reporter in 697 B cells. 697 B-cell NF-kB luciferase reporter, 16 h. inhibition, % at 4 µM. 330,000 tested, 0.33% active; in the data active means inhibition above about 35%
APJ antag = APJ receptor antagonism; P35414; CHO-K1 APJ beta-arrestin complementation, luminescence; inhibition, % at 20 µM; 330,000 tested, 0.32% active;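 active means inhibition above about 40% at 20 µM, limit read from the data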;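 further: cells challenged with 10 nM apelin-13 agonist together with compound; plate controls were apelin-13 plus DMSO wells for no effect and DMSO wells lacking apelin-13 for full effect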
Target sequence (P35414 whole entry, looked up): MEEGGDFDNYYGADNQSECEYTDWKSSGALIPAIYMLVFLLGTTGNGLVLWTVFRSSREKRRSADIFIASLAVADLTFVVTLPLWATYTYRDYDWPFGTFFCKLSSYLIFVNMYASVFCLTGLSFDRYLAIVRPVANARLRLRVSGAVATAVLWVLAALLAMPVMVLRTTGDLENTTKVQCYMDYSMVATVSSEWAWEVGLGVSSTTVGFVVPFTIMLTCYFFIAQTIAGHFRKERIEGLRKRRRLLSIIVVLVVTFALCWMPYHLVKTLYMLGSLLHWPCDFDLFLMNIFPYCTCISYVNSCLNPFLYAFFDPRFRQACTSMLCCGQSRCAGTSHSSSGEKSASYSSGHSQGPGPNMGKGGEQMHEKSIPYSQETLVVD
* = called active by the depositor; / = no result given.

SMILES	Gli-Sufu antag	CCR6 antagonist	EBI2 block	UBC13 polyUb	CXCR6 block	Jurkat NFkB inh	697 NFkB inh	APJ antag
C/C(=N/NC(=O)c1ccoc1C)c1ccc(N2CCOCC2)cc1	-26	-20	2	8	-4	-1	8	-8
COc1ccc(-c2nnc(SCC(=O)c3ccco3)n2-c2ccccc2)cc1	-24	9	3	1	4	-11	-34	15
OC(COc1ccc2c(c1)OCO2)CN1CCN(c2ccc(F)cc2)CC1 (stereo unspecified)	14	11	3	5	-4	5	2	5
Cc1ccc(OCCOc2ccc(Br)cc2/C=N\NC(N)=O)cc1	-8	3	9	23	2	-21	-13	-5
O=C(CCSc1ccccc1)NCCSCc1ccccc1	-7	20	-4	12	-1	-8	12	-6
CCOC(=O)c1c(C)[nH]c(C(=O)OCC(=O)N(CC(C)C)c2c(N)n(Cc3ccccc3)c(=O)[nH]c2=O)c1C	3	-2	5	-2	4	7	4	-66
CC(C)OP(=O)(c1ccc(N(C)C)cc1)C(O)c1ccccc1 (stereo unspecified)	4	-21	-3	-2	-8	5	-3	-5
CC(C)Oc1ccc(OCCn2c(=S)[nH]c3c(N)ncnc32)cc1	-9	-16	-9	-6	-2	1	-5	-30
c1ccc(-c2ccccc2OCCOCCN2CCNCC2)cc1	1	-4	-1	0	3	4	7	-6
Cc1cccc(N2CCN(C(=O)c3ccc(Cl)c(S(=O)(=O)N4CCc5ccccc5C4)c3)CC2)c1C	20	2	2	-3	9	6	-25	6
O=C(OCC(=O)N1CCc2ccccc2C1)c1cccc([N+](=O)[O-])c1	-12	8	-11	8	-1	6	6	21
O=C(CSc1ccc(Cl)cc1)Nc1ccc(N2CCN(c3ccccc3)CC2)c(F)c1	-2	16	-4	-35	-8	-27	-36	-16
O=C(CSc1ccc(-c2cccs2)nn1)NCCc1ccccc1	9	0	1	-7	0	-17	0	20
COc1ccc(S(=O)(=O)N(C)CC(=O)NCCC2=CCCCC2)cc1	-7	-6	5	1	-3	0	19	3
Cc1c(OCC(=O)NCc2ccncc2)ccc2c3c(c(=O)oc12)CCC3	1	4	13	7	8	8	29	-7
CCOC(=O)C(NC=O)(NC(C)(C)C)C(=O)OCC	3	-2	1	-4	8	11	9	11
C=CCOC(=O)C(C#N)c1nc2ccccc2nc1N1CCN(Cc2ccc3c(c2)OCO3)CC1 (stereo unspecified)	7	23	23	-31	9	-5	-3	2
Cc1cccc(NC(=S)N/N=C2\CC(C)(C)Oc3ccc(O)cc32)c1	21	40	10	12	21	5	33	17
COc1ccc(/C=N/Nc2nc(C)cc(-c3ccccc3)n2)cc1OC	-3	13	-4	-10	2	2	14	6
CCC(=O)N1CCN(c2ccccc2NC(=O)c2cccs2)CC1	-1	22	4	-3	3	1	12	-12
COc1ccc(NS(=O)(=O)c2cccc3nonc23)c(OC)c1	-5	6	1	-10	0	1	-29	-14
CCOc1ccc(Br)cc1C(=O)N/N=C/c1c[nH]c2ccccc12	3	9	15	5	10	12	14	5
COc1cc(S(=O)(=O)NCCCn2ccnc2)ccc1Cl	2	-6	-4	-3	-6	-12	-11	1
O=C(CCS(=O)(=O)Cc1ccccc1)NC1CCCCC1	0	-7	-1	8	-2	-10	23	0
Fc1ccccc1-c1nc(NCCCN2CCOCC2)c2ccccc2n1	6	6	2	4	2	-20	6	8
COCCn1c(C)nc2oc3ccc(Br)cc3c(=O)c2c1=O	-3	12	-5	12	-2	-6	12	4
CC(=O)Nc1ccc(NC(=O)C(C)OC(=O)C2(c3ccc(F)cc3)CCCC2)cc1 (stereo unspecified)	19	16	-4	4	-10	4	-3	14
CCSc1ccc2nnc(-c3ccc(F)cc3)n2n1	-4	-4	4	15	-5	5	8	-2
CC1(C)Cc2cccc(OCC(=O)Nc3cccnc3)c2O1	0	-5	-8	2	7	8	5	0
CCOC(=O)Cn1nnnc1CN(Cc1ccc(OC)cc1)Cc1cc2cc(C)ccc2[nH]c1=O	10	3	1	3	-8	0	-5	19

Whole records as entered above. Order of values: Gli-Sufu antag | CCR6 antagonist | EBI2 block | UBC13 polyUb | CXCR6 block | Jurkat NFkB inh | 697 NFkB inh | APJ antag
C=CCOC(=O)C(C#N)c1nc2ccccc2nc1N1CCN(Cc2ccc3c(c2)OCO3)CC1 (stereo unspecified) is listed with 7 | 23 | 23 | -31 | 9 | -5 | -3 | 2
O=C(OCC(=O)N1CCc2ccccc2C1)c1cccc([N+](=O)[O-])c1 is listed with -12 | 8 | -11 | 8 | -1 | 6 | 6 | 21

Next part
SMILES	Gli-Sufu antag	CCR6 antagonist	EBI2 block	UBC13 polyUb	CXCR6 block	Jurkat NFkB inh	697 NFkB inh	APJ antag
O=C(O)c1ccccc1C(=O)Nc1cccc([N+](=O)[O-])c1	0	11	-16	3	0	7	2	15
Cc1ccc(-c2nnn(CCC(=O)N3CCCCC3C)n2)cc1 (stereo unspecified)	-16	12	-3	2	5	-31	-32	-13
Cc1ccc(/C=C2\SC(=S)N(C(Cc3ccccc3)C(=O)O)C2=O)cc1 (stereo unspecified)	0	12	-4	-5	11	-3	21	-9
O=S(=O)(Nc1nc2ccccc2s1)c1cnc(Cl)c(Br)c1	2	-7	-12	-14	-5	-2	23	8
COc1ccc(N2CCN(Cc3oc(CO)cc(=O)c3O)CC2)cc1	3	-3	-1	1	-3	-9	-24	6
Cn1ncc(C#N)c1NC(=O)C1CC(c2ccccc2Cl)=NO1 (stereo unspecified)	1	0	/	8	/	15	5	-10
O=C(CCN1C(=O)COc2ccccc21)NCCN1CCN(c2cccc(Cl)c2)CC1	2	9	-3	11	5	1	23	7
COc1ccc(N(CC(=O)NCCSCc2ccc(Cl)cc2)S(C)(=O)=O)cc1Cl	-3	12	46*	11	1	10	3	16
Cc1cccc(C)c1OCc1nnc(SCC(=O)Nc2nccs2)n1-c1ccccc1	5	13	-4	9	18	-3	-18	5
CCN(CC)C(=O)CSc1ncnc2c1cnn2Cc1ccccc1	-2	17	9	-3	-6	4	2	-7
O=C(CN1CCCC1)Nc1cccc(Cl)c1Cl	2	10	-2	-3	-12	-7	9	4
Cc1ccc(NC(=O)CNC(=O)c2ccc(C)o2)cc1	-5	-6	-7	-3	-4	-15	-2	-3
Cc1noc(/C=C/c2cccnc2)c1[N+](=O)[O-]	16	1	-13	0	-4	4	-4	-26
CC(OC(=O)c1cccc(S(=O)(=O)N2CCCCCC2)c1)C(=O)Nc1ccc(S(N)(=O)=O)cc1 (stereo unspecified)	-3	4	0	0	-2	-5	-4	-14
Cc1ccc(C)c(/C=N/NC(=S)NCCc2ccccc2)c1	23	23	15	-5	7	-4	-12	-2

The closing 4 compounds of the part above are carried over, then new ones follow.
SMILES	Gli-Sufu antag	CCR6 antagonist	EBI2 block	UBC13 polyUb	CXCR6 block	Jurkat NFkB inh	697 NFkB inh	APJ antag
Cc1ccc(NC(=O)CNC(=O)c2ccc(C)o2)cc1	-5	-6	-7	-3	-4	-15	-2	-3
Cc1noc(/C=C/c2cccnc2)c1[N+](=O)[O-]	16	1	-13	0	-4	4	-4	-26
CC(OC(=O)c1cccc(S(=O)(=O)N2CCCCCC2)c1)C(=O)Nc1ccc(S(N)(=O)=O)cc1 (stereo unspecified)	-3	4	0	0	-2	-5	-4	-14
Cc1ccc(C)c(/C=N/NC(=S)NCCc2ccccc2)c1	23	23	15	-5	7	-4	-12	-2
CCN(CCCNC(=O)CNC(=O)c1nn(-c2ccc(OC)cc2)c(=O)c2ccccc12)c1cccc(C)c1	19	16	7	7	9	-8	4	14
O=C(Oc1c(CN2CCOCC2)cc(Cl)c2cccnc12)c1cccs1	9	32	18	-10	13	18	-11	18
O=C(Cn1ccc2ccccc2c1=O)NCCC(=O)N1CCCCC1	-7	4	-2	-10	-3	5	6	-22
Cc1ccc(OCCCn2ccnc2)c(Br)c1	-8	4	4	2	-4	-10	-20	11
COC(=O)c1cc(OC)c(OC)cc1NC(=S)N1CCN(Cc2ccccc2)CC1	-4	3	0	4	-3	10	22	1
CCOCCCNC(=O)c1oc2ccc(S(=O)(=O)N3CCOCC3)cc2c1C	4	-1	-14	-2	-2	3	1	9
CCN(CC)C(=O)C(=O)c1cccn1-c1cccc(-n2cccc2C(=O)C(=O)N(CC)CC)c1C#N	40	-1	-4	-6	3	8	8	1
O=c1[nH]c2ccccc2nc1NCCN1CCOCC1	9	5	-2	-11	-2	-3	-4	8
CCN(CC)C(=O)CSc1nnc(CNc2ccc(F)cc2)n1Cc1ccco1	-4	6	0	-6	-7	1	-21	2
Nc1nc(COC(=O)C2CC(=O)N(Cc3ccccc3)C2)nc(Nc2ccccc2)n1 (stereo unspecified)	-10	9	19	-2	-3	-8	5	-3
COc1ccc(NC(=O)CSc2nnnn2-c2ccc(F)cc2)cc1	-7	-2	1	6	-1	-9	13	1
Clc1ccccc1CN(Cc1ccccc1)C(c1cccs1)c1nnnn1C1CCCC1 (stereo unspecified)	8	8	30	-1	1	-4	0	5
CCc1ccc(-n2nc3cc(C)c(N)cc3n2)cc1	-84	1	12	-2	-4	-167	-218	-8
COc1ccc(C(=O)NC(=S)NNC(=O)c2cnccn2)cc1OC	6	11	-3	20	-2	7	11	3
FC(F)Sc1ccc(NC(=S)NCc2ccccc2)cc1	-3	12	21	8	-10	-1	1	13
COc1ccc([C@@H]2[C@@H]3C(=O)N(C(C)(C)C)C(=O)[C@@H]3[C@]3(Cc4ccccc4)C(=O)N(c4ccc(Br)cc4)C(=O)N23)cc1	-13	-9	7	-8	4	9	-24	7
Cc1ccc(CNC(=O)c2cccc3c2C(=O)c2ccc(N4CCOCC4)cc2S3(=O)=O)cc1	2	5	-12	8	-4	0	5	15
CC(Cl)C(=O)Nc1cc(C(F)(F)F)ccc1N1CCOCC1 (stereo unspecified)	-1	7	9	1	-4	9	18	-10
CCN(C(=S)NCCOC)c1cccc2ccccc12	6	7	2	-2	-4	2	-5	10
COc1ccccc1CNC(=O)CN(Cc1ccc(Cl)cc1)S(C)(=O)=O	-1	0	22	-6	4	-18	4	1
O=C(CN1C(=O)c2ccccc2S1(=O)=O)Nc1ncc([N+](=O)[O-])s1	-3	9	7	-7	12	14	-36	-35
COc1cc(CN2CCN(Cc3ccc4cc(F)ccc4n3)CC2CCO)cc(OC)c1 (stereo unspecified)	30	4	-9	-10	1	0	-10	17
O=C(OC1CCOC1=O)C1CCN(S(=O)(=O)c2c(Cl)cccc2Cl)CC1 (stereo unspecified)	2	-9	10	-2	6	13	8	-6
Cc1cc(C)c(S(C)(=O)=O)c(N(C)N)n1	-5	-7	2	-6	7	1	16	1
O=S(=O)(NCc1ccccn1)c1ccc(F)cc1	-27	4	-2	5	-8	4	23	-5
CCN(CC)C1CCN(c2nc3nonc3nc2NCCOC)C1 (stereo unspecified)	-5	6	12	11	-3	-3	12	-15
CCOc1ccc2[nH]c3c(NCC(C)C)ncnc3c2c1	9	2	10	19	4	-6	-14	4
C=CCN(C(=O)Nc1ccc(OC)cc1)c1nnc(-c2ccncc2)s1	24	-3	-1	-4	-33	-3	-16	0
CCCCN(C)c1c(N2CCC(C(=O)OCC)CC2)c(=O)c1=O	5	6	-3	-4	2	3	8	11
O=C(O)c1ccccc1N/N=C/c1c(Sc2nnnn2-c2ccccc2)nc2ccccn2c1=O	1	27	-11	-75	7	1	32	-2
Cc1cc(N(C)C)c(C#N)c(N2CCOCC2)n1	-8	3	6	-1	5	-4	3	7
Cc1cc(=O)oc2cc(NS(=O)(=O)c3ccccc3)ccc12	4	-6	-7	12	4	-8	-29	-5
COc1cc(C#Cc2c(-c3cncn3C)n(C)c3ccc(-c4ccc5[nH]ccc5c4)cc23)cc(OC)c1	-2	-12	39	-1	8	-21	-4	-7
O=c1/c(=C/c2ccc(O)cc2)sc2n1CCCN=2	-56	5	-10	-7	3	-23	-54	3
O=C(c1ccc2c(c1)OCO2)N1CCN(S(=O)(=O)c2ccccc2)CC1	-10	-2	3	-1	-15	17	-7	-39
O=C(NCc1ccc(C(F)(F)F)cc1)C1CC(c2c(Cl)cccc2Cl)=NO1 (stereo unspecified)	5	13	13	4	0	20	23	-12
O=S(=O)(Nc1ccc2c(c1)oc1ccccc12)N1CCCC1	-9	9	1	-11	-8	-3	-26	-18
[O-][n+]1c2cc(C(F)(F)F)ccc2c2n1CCN=C2c1ccc(Cl)cc1	0	-1	-4	11	-12	-5	-2	-13
COc1ccc(-n2c(C)cc(=O)[nH]c2=O)cc1	17	12	11	-8	0	-3	-2	-14

Screening results from PubChem.
